# SNCA expr inhib – Primary qHTS assay for inhibitors of alpha-synuclein gene (SNCA) expression | AID 1671194, 2021 | Potency, µM (doses to about 57.2 µM), inactives show at the top dose activity change, negative = inhibition, hits mostly inhibitors | HEK-293 SNCA-luciferase knock-in, luminescence, 24 h | actives 0.17% (n = 140,000);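 note: potency is the fitted concentration of half-maximal effect; plate controls were DMSO cells for no effect and cell-free wells for full effect; nearly all actives have a fitted effect of over 45% in size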
# HEK293 viab – GF-AFC viability counterscreen for inhibitors of alpha-synuclein gene (SNCA) expression | HEK-293-SNCA-luc viability, GF-AFC fluorescence, 24 h | Potency, µM (series often up to 57.1 µM), without a hit: at the top dose activity change, negative = cytotoxicity, most hits filed as cytotoxic | actives 0.12% (n = 150,000) | AID 1671193, 2021;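 note: potency is the fitted concentration of half-maximal effect; 0% = DMSO-treated cells and -100% = medium-only wells without cells; nearly all actives have a fitted effect of over 30% in size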
#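 Cytotoxicity counterscreen: after 24 h compound treatment of genome-edited SNCA-luciferase HEK-293 cells, live-cell protease substrate GF-AFC read by fluorescence after 30 min; activity scaled between DMSO (0%) and medium-only (-100%), curves Hill-fitted.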
# IP6K1 inhibitor – Primary qHTS assay for small molecule inhibitors of Inositol hexaphosphate kinase 1 (IP6K1) | Inositol hexakisphosphate kinase 1 (Homo sapiens), Q92551 | activity change, % (series mostly up to about 58 µM) | actives 0.81% (n = 140,000) | IP6K1 kinase, ADP-Glo luminescence, 2 h; active compounds read low; in the data active = activity change below about -25%
# Target sequence (Q92551 whole entry, looked up): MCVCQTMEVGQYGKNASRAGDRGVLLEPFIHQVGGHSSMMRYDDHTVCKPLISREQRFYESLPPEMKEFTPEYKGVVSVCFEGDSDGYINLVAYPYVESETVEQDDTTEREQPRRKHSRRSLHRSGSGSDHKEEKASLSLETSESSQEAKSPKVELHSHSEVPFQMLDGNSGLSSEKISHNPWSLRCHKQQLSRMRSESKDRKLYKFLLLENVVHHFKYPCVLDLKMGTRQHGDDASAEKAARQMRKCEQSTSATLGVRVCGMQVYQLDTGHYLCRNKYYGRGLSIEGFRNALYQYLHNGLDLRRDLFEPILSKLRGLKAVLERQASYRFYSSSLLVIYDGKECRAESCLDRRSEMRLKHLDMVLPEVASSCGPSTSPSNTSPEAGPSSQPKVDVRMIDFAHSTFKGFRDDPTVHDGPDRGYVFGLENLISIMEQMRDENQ
#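 ADP-Glo luminescence measures ADP made by human IP6K1 during a 2 h RT reaction with ATP/IP6 (mix at 1.3 mM/130 uM); top library doses 57.5 and 19.1 uM final.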
# FLuc inh – Firefly luciferase inhibition profiling of diverse chemical library using quantitative high-throughput screening; purified P. pyralis luciferase, luminescence, biochemical; Potency, µM (series often up to 115 µM), for the others: at the top dose activity change, negative = inhibition, most hits filed as inhibitors; actives 2.5% (n = 76,000); AID 1347043, 2019; note: potency is the fitted concentration of half-maximal effect; nearly all actives have a fitted effect of over 65% in size
#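 Purified P. pyralis luciferase (10nM final) in 50mM Tris acetate pH 7.5, 10mM Mg acetate, 0.01% Tween-20, 0.05% BSA with 10uM D-luciferin and 10uM ATP. Compounds titrated qHTS. Luminescence imaged on CCD.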
# 3T3 cytotox – Cytotoxic Profiling in NIH 3T3 Cell Line of Diverse Libraries Using Quantitative High-Throughput Screening | NIH 3T3 viability, CellTiter-Glo ATP luminescence, 48-72 h | Potency, µM (doses to about 96.7 µM), without a hit: top-dose activity change, negative = cytotoxicity, usual class: inhibitors | actives 4.3% (n = 94,000) | AID 1345082, 2018; note: potency is the fitted concentration of half-maximal effect; nearly all actives have a fitted effect of over 55% in size
#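 Luminescent ATP readout (CellTiter-Glo, 10 min RT) after 48 or 72 hr compound exposure of NIH 3T3 cells seeded at 400 cells/well in 1536-well format; quantitative HTS.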
# HEK293 tox – Cytotoxic Profiling in HEK 293 Cell Line of Diverse Libraries Using Quantitative High-Throughput Screening | HEK 293 viability, ATP luminescence (CellTiter-Glo), 48-72 h | actives 6.6% (n = 94,000) | AID 1345083, 2018 | Potency, µM (highest dose often 115 µM), inactives show at the highest dose activity change, negative = cytotoxicity, actives largely listed as inhibitors; note: potency is the fitted concentration of half-maximal effect; nearly all actives have a fitted effect of over 60% in size
#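 qHTS cytotoxicity; HEK 293, 250 cells/well; compound pinned; 48 or 72 hr, 37 degree Celsius, 5% CO2, 95% humidity; CellTiter-Glo, 10 min RT; luminescence (ATP).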
# GPT2 inhibitor – Primary qHTS assay for inhibitors of Glutamate pyruvate transaminase 2 (GPT2) | actives 0.25% (n = 100,000) | Potency, µM (series often up to 57.7 µM), inactives show at the top dose activity change, negative = inhibition, hits mostly inhibitors | Alanine aminotransferase 2 (Homo sapiens), Q8TD30 | Recombinant GPT2, coupled pyruvate oxidase/HRP Amplex Red fluorescence; note: potency is the fitted concentration of half-maximal effect; nearly all actives have a fitted effect of over 60% in size; many of its hits are not listed in these tables
# Target sequence (Q8TD30 whole entry, looked up): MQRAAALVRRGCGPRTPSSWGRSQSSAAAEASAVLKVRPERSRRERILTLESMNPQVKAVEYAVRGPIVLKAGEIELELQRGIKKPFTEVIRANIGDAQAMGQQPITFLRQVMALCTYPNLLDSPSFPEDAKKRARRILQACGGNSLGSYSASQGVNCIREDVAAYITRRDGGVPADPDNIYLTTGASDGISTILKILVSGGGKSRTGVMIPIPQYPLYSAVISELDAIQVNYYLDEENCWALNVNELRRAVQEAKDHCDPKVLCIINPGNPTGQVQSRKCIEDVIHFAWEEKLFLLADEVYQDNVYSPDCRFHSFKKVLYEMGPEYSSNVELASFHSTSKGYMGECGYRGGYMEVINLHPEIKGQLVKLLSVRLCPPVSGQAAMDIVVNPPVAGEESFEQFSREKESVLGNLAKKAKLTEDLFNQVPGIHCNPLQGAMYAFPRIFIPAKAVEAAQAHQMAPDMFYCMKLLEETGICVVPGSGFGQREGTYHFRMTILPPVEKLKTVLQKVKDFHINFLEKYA
#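 Inhibition is scored from Amplex Red fluorescence generated when pyruvate oxidase and HRP act on pyruvate released by GPT2. Reactions contain 10ng/uL enzyme, 250uM a-KG and 2mM L-alanine and run 30 min at room temperature.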
# * hit, by the source's call; i = inactive; ? = inconclusive; . = no result given; [ ] = remark or other dose. Unless noted, calls come from the whole dose curve; as a rule, active = well fitted curve in the direction sought with a large enough effect; inconclusive = small, poorly fitted or top-dose-only effect, or another doubt; inactive = no such curve, though single readings can be large; an effect the other way counts as inactive or inconclusive. Unless noted, % is set by controls: 0 for no effect and ±100 for the full control effect. These rows are one share of the data; count on the stated rates, not on these rows.
cpd	SMILES	SNCA expr inhib	HEK293 viab	IP6K1 inhibitor	FLuc inh
1	CC(C)C(C)C=CC(C)C1CCC2C3=CC=C4CC(O)CCC4(C)C3CCC21C (stereo not given)	7%	-1%	.	.
2	COc1ccc(OC)c([S+](=O)([O-])c2nnn3c2nc(N2CCC(F)CC2)c2ccccc23)c1	-5%	9%	6	.
3	CN(C)C[C@@H]1CN(c2ccncn2)C[C@H]1NS(=O)(=O)Cc1cccc(F)c1	-2%	-5%	1	-6%
4	O=C(CSc1nc2ccccc2n1Cc1cccc(F)c1)N1CCN(c2ccc(F)cc2)CC1	-2%	2%	-6	.
5	CC1OC(OC2C(O)COC(O[C@@H]3[C@@H](O)[C@@H](O)[C@H](OC4C(OC(=O)[C@]56CCC(C)(C)CC5C5=CCC7[C@@]8(C)C[C@H](O)[C@H](OC9OC(CO)C(O)C(O)C9O)[C@@](C)(CO)C8[C@H](O)C[C@@]7(C)[C@]5(C)CC6)OCC(O)C4O)O[C@H]3C)C2O)C(O)C(O)C1O (stereo not given in full)	.	-15%[12.5 µM]	2	.
6	COc1ccccc1CNC(=O)C1CCN(c2cc(C(F)(F)F)ncn2)CC1	-21%	4%	-5	-6%
7	Cc1ccc2oc([C@H]3CCN(Cc4ccc(C(F)(F)F)cc4)C3)nc2c1	76%[activator][87.6 µM]	6%[87.6 µM]	2	?
8	Cc1ccc(C(=O)N2CCCCCC2c2nnc(-c3ccccc3)o2)cn1 (stereo not given)	-2%	-14%	-3	0%
9	Cn1nccc1C(=O)N1CCC(Oc2ccccc2-c2nc(-c3ccccc3)no2)C1 (stereo not given)	-18%	?	-9	-16%
10	COc1cccc(OCc2nc3c(n2Cc2ccccc2)C(=O)N(CCOc2ccccc2)CCN3)c1	-27%	-28%	-7	-9%

cpd	3T3 cytotox	HEK293 tox	GPT2 inhibitor
1	.	.	i
2	-35%	?	i
3	-11%	-6%	?
4	.	.	.
5	.	.	i[11.5 µM]
6	-27%	?	1%
7	?	?	-45%[88.5 µM]
8	4%	-15%	-12%
9	?	?	2%
10	20µM*	32µM*	?

# Taken from above:
# HEK293 viab, `CC(C)C(C)C=CC(C)C1CCC2C3=CC=C4CC(O)CCC4(C)C3CCC21C` (stereo not given) → -1%
# HEK293 viab, `Cc1ccc2oc([C@H]3CCN(Cc4ccc(C(F)(F)F)cc4)C3)nc2c1` → 6%[87.6 µM]
# IP6K1 inhibitor, `CN(C)C[C@@H]1CN(c2ccncn2)C[C@H]1NS(=O)(=O)Cc1cccc(F)c1` → 1
# SNCA expr inhib, `O=C(CSc1nc2ccccc2n1Cc1cccc(F)c1)N1CCN(c2ccc(F)cc2)CC1` → -2%

# Returning to the listing, starting 2 compounds before the break.
cpd	SMILES	SNCA expr inhib	HEK293 viab	IP6K1 inhibitor	FLuc inh
9	Cn1nccc1C(=O)N1CCC(Oc2ccccc2-c2nc(-c3ccccc3)no2)C1 (stereo not given)	-18%	?	-9	-16%
10	COc1cccc(OCc2nc3c(n2Cc2ccccc2)C(=O)N(CCOc2ccccc2)CCN3)c1	-27%	-28%	-7	-9%
11	CC(C)c1cnc2c(c1SCC(=O)NC(C)(C)C)c(=O)n(C)c(=O)n2C	-7%	7%	-9	.
12	CC(=O)N1CC2(CCN(Cc3cscn3)CC2)CC1C(=O)O (stereo not given)	-4%	1%	-6	-2%
13	COc1ccc(C(=O)N2CC[C@H]3CC(=O)N(c4ccccc4)CC[C@H]3C2)cc1	18%[87.6 µM]	-12%[87.6 µM]	36	2%[172 µM]
14	COc1ccc(N2CCC(N3CCC4(CC(=O)NC4=O)C3)CC2)cc1 (stereo not given)	-19%	-12%	13	5%
15	CN(C)C[C@@H]1CN(c2ncccn2)C[C@H]1NC(=O)CCCc1ccccc1	-5%	0%	6	-12%
16	Cc1ccc(-c2nc3c4ccccc4n(CC(=O)NCc4ccc(F)cc4)c(=O)n3n2)cc1	17%	-1%	33	.
17	O=C(NC1CCCCC1)O[C@@H]1CO[C@H]2[C@@H]1OC[C@@H]2n1nnnc1Sc1ccccc1	-10%[87.6 µM]	-1%[87.6 µM]	23	7%[172 µM]
18	CCCOc1cccc(-c2nc(C(=O)NCC)cs2)c1	2%	8%	13	-18%
19	O=[S+]([O-])(c1cccs1)N1CCn2c(nnc2C2CC2)C1	-10%[87.6 µM]	10%[87.6 µM]	-3	-8%[172 µM]
20	CCNc1nc2c(c(=O)n(C)c(=O)n2C)n1CC(O)COc1ccccc1 (stereo not given)	-23%	18%	18	.

cpd	3T3 cytotox	HEK293 tox	GPT2 inhibitor
9	?	?	2%
10	20µM*	32µM*	?
11	.	.	.
12	2%	i	-7%
13	-31%[174 µM]	-15%[172 µM]	?
14	-26%	?	?
15	-8%	-9%	i
16	.	.	.
17	?	100µM*	5%[88.5 µM]
18	?	32µM*	-5%
19	4%[138 µM]	i	i
20	.	.	.

cpd	SMILES	SNCA expr inhib	HEK293 viab	IP6K1 inhibitor	FLuc inh
21	Cc1ccc(C(=O)c2cn(CC(=O)Nc3ccc(C(C)C)cc3)c3nc(C)ccc3c2=O)cc1	-25%	-14%	-3	.
22	COc1cccc(NC(=O)O[C@@H]2CC[C@]3(C)C(CC[C@@H](O)[C@H]3CC(=O)NCc3ccccc3OC)[C@]2(C)CO)c1 (stereo not given in full)	-31%	0%	-6	12%
23	O=C(CSc1nc(=O)n(Cc2ccco2)c2c1CCC2)NCc1ccccc1Cl	0%	7%	10	.
24	Cc1nc(N2CCN(C(=O)c3ccc(Cl)cc3)CC2)cc(C(F)(F)F)n1	0%	2%	0	2%
25	COCCN1CC(C)(C)CN(C(=O)c2ccc(OC)cc2)CC1=O	.	.	-5	.
26	CN(CC1CCCCC1)C1CCOc2ccccc21 (stereo not given)	5%[87.6 µM]	11%[87.6 µM]	7	-1%[172 µM]
27	CCOc1ccccc1NC(=O)Nc1nnc(N(C)Cc2ccccc2)s1	-13%	7%	7	.
28	Cc1ccc(C)c(NC(=O)CCCN2C(=O)COc3ccc(C)cc32)c1	8%	6%	24	.
29	COCC1CCCCN1c1ccc(C(=O)NCCCc2ccccn2)cn1 (stereo not given)	48%[activator]	5%	5	-23%
30	Cc1cc2oc3c(c(=O)c2cc1C)C1(C(=O)N(C)c2ccccc21)N(CCO)C3=O (stereo not given)	-6%	-5%	-14	.

cpd	3T3 cytotox	HEK293 tox	GPT2 inhibitor
21	.	.	.
22	-15%	-18%	-4%
23	.	.	.
24	?	?	2%
25	?	?	.
26	-13%[138 µM]	-3%[172 µM]	i
27	.	.	.
28	.	.	.
29	-14%	-14%	-7%
30	.	.	.

cpd	SMILES	SNCA expr inhib	HEK293 viab	IP6K1 inhibitor	FLuc inh
31	CC1=NOC2(CCN(C(=O)c3ccccc3)C2)C1 (stereo not given)	12%[87.6 µM]	1%[87.6 µM]	1	-5%[172 µM]
32	CC(=O)c1cccc(NC(=O)c2cc3nc(-c4ccc(Br)cc4)cc(C(F)(F)F)n3n2)c1	-9%	-9%	-5	.
33	CCCc1noc(-c2cn(C3CCN(C(=O)c4ccc(C)cc4)CC3)nn2)n1	-4%	-2%	4	-9%
34	C=CCOc1c(OC)ccc2c1CN(CC1CC1)C(=O)CCN2C[C@@H](O)COCc1ccccc1	.	.	-13	.
35	CCc1ccc(C(=O)Nc2ccc(-c3nnc4n3CCCC4)cc2)cc1	30%[activator]	15%	-2	?
36	Cc1noc(C)c1S(=O)(=O)N1CCC(CO)(CCCc2ccccc2)CC1	?	6%	21	8%
37	CN1C(=O)CC(C(=O)O)C12CCN(Cc1cnc3c(C(=O)O)cnn3c1)CC2 (stereo not given)	6%	4%	-9	2%
38	CCC(NC(=O)C1CCN(C(=O)C2CCC2)CC1)c1nc(C)c(C)s1 (stereo not given)	-11%	-10%	30	13%
39	COc1cc2nc(-c3cc4c(c(OC)c3)OCCNC4)cc(C)c2cc1OC	-21%	5%	3	-13%
40	Cn1c(=O)oc2cc(S(=O)(=O)CCC(=O)NCc3ccccc3)ccc21	37%[activator]	4%	9	.

cpd	3T3 cytotox	HEK293 tox	GPT2 inhibitor
31	-13%[138 µM]	-3%[172 µM]	i
32	.	.	.
33	?	-26%	i
34	?	45µM*	.
35	-4%	3%	-12%
36	?	?	i
37	3%	0%	?
38	4%	-9%	?
39	?	?	i
40	.	.	.

cpd	SMILES	SNCA expr inhib	HEK293 viab	IP6K1 inhibitor	FLuc inh
41	COc1ccc(-c2cccc(NS(=O)(=O)c3cc(C)c(OC)c(C)c3C)c2)nn1	2%	-17%	-7	.
42	Cc1ccc(CN(C(=O)c2ccco2)c2ccc(CC(=O)N3CCCC3)cc2)cc1	3%	-1%	-3	-6%
43	O=C(C1CC12CCCC2)N1CCc2onc(-c3cccc(F)c3)c2C1 (stereo not given)	-4%	-10%	10	-25%
44	O=C(N[C@@H]1CCC[C@@H]1C(=O)NCC1CCCCC1)c1ccncc1	25%	2%	18	-10%
45	Cc1cc(C)c(NC(=O)Cn2nc3n(c2=O)CCCC3)c(C)c1	-16%	-13%	-3	-6%
46	COc1ccc(OC)c(-c2ncc3c(n2)OCCN(c2cccc(C(F)(F)F)c2)C3=O)c1	-4%	4%	1	-8%
47	COc1ccc(NC(=O)Nc2nnc(N(C)C3CCCCC3)s2)c(OC)c1	-6%	0%	11	.
48	Cc1ccsc1C(=O)N1CCC(c2nc(C3CCOCC3)no2)C1 (stereo not given)	3%	11%	7	0%

cpd	3T3 cytotox	HEK293 tox	GPT2 inhibitor
41	.	.	.
42	?	?	-8%
43	?	?	i
44	1%	3%	i
45	-9%	-11%	-6%
46	?	-25%	3%
47	.	.	.
48	-4%	-4%	i

# Compound profiles, from the list above. Order of values: SNCA expr inhib | HEK293 viab | IP6K1 inhibitor | FLuc inh | 3T3 cytotox | HEK293 tox | GPT2 inhibitor
# Listed for O=C(N[C@@H]1CCC[C@@H]1C(=O)NCC1CCCCC1)c1ccncc1 → 25% | 2% | 18 | -10% | 1% | 3% | i
# Listed for Cc1ccc(CN(C(=O)c2ccco2)c2ccc(CC(=O)N3CCCC3)cc2)cc1 → 3% | -1% | -3 | -6% | ? | ? | -8%

# From PubChem BioAssay
